Assay outcomes: PubChem BioAssay, Johns Hopkins Ion Channel Center
CHT PAM: human CHT allosteric activation; Q9GZV3; CHT-expressing cells, membrane potential dye, choline EC20; stronger effect = higher value; LV-AA mutant CHT in HEK293 cells; B-score at 10 µM; 0.49% of 310,000 active; AID 488977;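 active = initial fluorescence not abnormally high and integrated response B-score, plate-corrected, over 3 SD above library mean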
Target sequence (Q9GZV3 whole entry, looked up): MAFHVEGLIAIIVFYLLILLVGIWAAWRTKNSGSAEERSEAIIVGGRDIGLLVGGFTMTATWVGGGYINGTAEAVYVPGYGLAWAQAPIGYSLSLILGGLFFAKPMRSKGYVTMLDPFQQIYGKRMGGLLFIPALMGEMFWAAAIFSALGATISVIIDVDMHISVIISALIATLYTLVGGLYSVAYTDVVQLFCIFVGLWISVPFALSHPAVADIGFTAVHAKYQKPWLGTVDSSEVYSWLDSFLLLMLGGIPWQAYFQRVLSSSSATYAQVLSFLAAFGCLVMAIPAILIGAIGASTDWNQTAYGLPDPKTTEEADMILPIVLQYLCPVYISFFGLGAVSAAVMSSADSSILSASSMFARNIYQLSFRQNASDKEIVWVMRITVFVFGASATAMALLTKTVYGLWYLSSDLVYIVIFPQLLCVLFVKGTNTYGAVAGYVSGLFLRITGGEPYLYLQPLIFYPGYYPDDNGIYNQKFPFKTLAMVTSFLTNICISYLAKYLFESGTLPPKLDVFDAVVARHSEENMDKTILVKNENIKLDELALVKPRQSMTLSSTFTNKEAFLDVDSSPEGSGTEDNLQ
CHT block: inhibits the human high affinity choline transporter; Q9GZV3; 0.86% of 310,000 active; AID 488975; B-score at 10 µM; CHT-expressing cells, membrane potential dye, choline response; stronger effect = lower value;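 active = B-score over 3 SD under the library average, and starting fluorescence ratio not unusually high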;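 also: choline stimulus applied at its EC90 after an EC20 pre-addition; B-score computed on integrated fluorescence ratio after choline addition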
Active calls of the source: *; i = inactive. An unsorted share of the library; 1.5% or so of the library scored in one or more.

SMILES	CHT PAM	CHT block
COc1cc(NC(=O)C2=C(N3CCOCC3)/C(=C/c3ccc(Cl)cc3)CC2)cc(OC)c1OC	i	i
COc1ccc(-c2nc(C(=O)NCCCN3CCOCC3)cc3c2[nH]c2ccccc23)cc1OC	i	i
CCCC(=O)Nc1nc2ccc(NC(=O)c3cccnc3)cc2s1	i	i
Cc1ccc(S(=O)(=O)N(CC(=O)Nc2cccc(N(C)S(C)(=O)=O)c2)c2ccc(Cl)c(Cl)c2)cc1	i	i
COc1ccc(NC(=O)c2cc(NC(=O)C3CCCCC3C(=O)O)ccc2N2CCOCC2)cc1 (stereo unspecified)	i	i
O=C(NC(C(=O)O)c1ccccc1)c1ccccc1 (stereo unspecified)	i	i
O=C(CSCC(=O)NC1CCCC1)Nc1ccccc1	i	i
O=C(NC(=S)N1CCCc2ccccc21)c1ccc(Br)cc1	i	i
CC(=O)c1ccc(NC(=O)C(C)n2nc(-c3ccccc3)c3cc(Cl)ccc32)cc1 (stereo unspecified)	i	i
Cc1ccc(-c2nnc(N3CCCCC3)c3ccccc23)cc1S(=O)(=O)N1CCN(C)CC1	i	-7.3*
C=CCS(=O)(=O)N1CCC(CCOc2ccccc2)(C(=O)OCC)CC1	i	i
COc1ccc(C2=NN(C(=O)CCC(=O)O)C(c3cccs3)C2)cc1OC (stereo unspecified)	i	i
Cc1cccc(-n2c(O)c(C=NCCCN3CCOCC3)c3ccccc3c2=O)c1	i	i
Cc1cccc(OCCC(=O)Nc2ccc(C)c(S(=O)(=O)N3CCCCC3)c2)c1	i	i
O=C(O/N=C/c1ccc2c(c1)OCO2)c1ccc([N+](=O)[O-])cc1	i	i
Cc1cc(C)n2nc(SCC(=O)N/N=C/c3cccc(Br)c3)nc2n1	i	i
CC(=O)C1=C(O)C(=O)N(c2ccc(O)cc2)C1c1ccc([N+](=O)[O-])cc1 (stereo unspecified)	i	i
Fc1cccc(CN2CCC(Cc3ccccc3)CC2)c1	i	i
c1csc(CSc2nnc3sc4ccccc4n23)c1	i	i
NC(=O)c1cccc2c1C(=O)N(C1CCCCC1)C2	i	i
CCCS(=O)(=O)N1CCCC(c2nc(-c3ccc(OC)cc3)no2)C1 (stereo unspecified)	i	i
CCn1c(C)c(C(C)=O)c(N2CCN(c3cccc(Cl)c3)CC2)nc1=S	i	i
NS(=O)(=O)c1ccc(CCNC(=O)c2ccc(=O)[nH]c2)cc1	i	i
O=C(Nc1ccon1)c1ccccc1Cl	i	i
CCC(C)(C)C(=O)Nc1ccc(OC)cc1[N+](=O)[O-]	i	i
O=C(COc1ccccc1)NCC(=O)N/N=C/C=C/c1ccccc1	i	i
CC[C@@H](C(=O)n1nc(C)cc1C)[C@H](NS(=O)(=O)c1ccc(C)cc1)c1ccccc1	i	i
O=C(Nc1cccc(C(F)(F)F)c1)n1cc(-c2ccccn2)c(N2CCOCC2)n1	i	i
CC(C)N(CCNC(=O)C1CCN(S(=O)(=O)N2CCOCC2)CC1)Cc1ccccc1	i	i
CC(=O)Cn1ncc(N2CCCCC2)c(Cl)c1=O	i	i
Cc1ccc(C2C=C(c3ccccc3OC(F)F)Nc3ncnn32)cc1 (stereo unspecified)	i	i
CCC(C)NC(=O)COc1ccc(OCc2ccccc2)cc1 (stereo unspecified)	i	i
Cc1ccccc1C(=O)N1CCN=C1SCc1ccc([N+](=O)[O-])cc1	i	i
Cc1ccc(N2C(=O)CC(n3nc(C)cc3C)C2=O)cc1 (stereo unspecified)	i	i
CCOc1ccc(CN2CCN(C/C=C/c3ccc(OC)cc3)CC2CCO)cc1 (stereo unspecified)	i	i
COc1ccc(OC)c2[nH]c(=O)c(CCNS(=O)(=O)c3ccccc3)cc12	i	i
O=C(CCC1CCCN(C(=O)CCCc2ccccc2)C1)N1CCN(c2ccccn2)CC1 (stereo unspecified)	i	i
Cc1cc(NCCN2CCOCC2)n2nc(C)c(-c3ccccc3)c2n1	i	i
CCN(CC(=O)Nc1ccc(NC(C)=O)cc1)C(=O)CSc1ncnc2sc(C)c(C)c12	i	i
COc1cccc(/C=C/c2ccccn2)c1O	i	i
O=S(=O)(NC(=S)NC1CCCCC1)c1ccccc1	i	i
Cc1ccccc1-c1noc(-c2ccccc2F)n1	i	i
COCCn1c(COc2cccc(OC)c2)nnc1SCC(=O)N1CCOCC1	i	i
COc1cc(O)c(C(C)=O)c(CC(=O)O)c1	i	i
NS(=O)(=O)c1ccc(CCNC(=O)CNC(=O)Cc2cccc3ccccc23)cc1	i	i
CCOc1ccccc1OCC(=O)Oc1ccc(C)c(C)c1	i	i
O=C1CCCN1CC(CN1CCOCC1)Sc1nnnn1-c1ccccc1 (stereo unspecified)	i	i
COc1ccc(-c2cc(C(=O)NCc3cccnc3)no2)cc1OC	i	i
COc1cccc(-c2nc(CS(=O)(=O)CC(=O)NCc3ccc(Cl)cc3)c(C)o2)c1	i	i
CCOC(=O)c1ccc(Cl)c(NC(=O)c2ccc(-c3ccccc3)cc2)c1	i	i

An excerpt of these results, bar-delimited.
structure | CHT PAM | CHT block
Cc1ccc(N2C(=O)CC(n3nc(C)cc3C)C2=O)cc1 (stereo unspecified) | i | i
CCOc1ccc(CN2CCN(C/C=C/c3ccc(OC)cc3)CC2CCO)cc1 (stereo unspecified) | i | i
COc1ccc(OC)c2[nH]c(=O)c(CCNS(=O)(=O)c3ccccc3)cc12 | i | i
O=C(CCC1CCCN(C(=O)CCCc2ccccc2)C1)N1CCN(c2ccccn2)CC1 (stereo unspecified) | i | i
Cc1cc(NCCN2CCOCC2)n2nc(C)c(-c3ccccc3)c2n1 | i | i
CCN(CC(=O)Nc1ccc(NC(C)=O)cc1)C(=O)CSc1ncnc2sc(C)c(C)c12 | i | i
COc1cccc(/C=C/c2ccccn2)c1O | i | i
O=S(=O)(NC(=S)NC1CCCCC1)c1ccccc1 | i | i
Cc1ccccc1-c1noc(-c2ccccc2F)n1 | i | i
COCCn1c(COc2cccc(OC)c2)nnc1SCC(=O)N1CCOCC1 | i | i
COc1cc(O)c(C(C)=O)c(CC(=O)O)c1 | i | i
NS(=O)(=O)c1ccc(CCNC(=O)CNC(=O)Cc2cccc3ccccc23)cc1 | i | i
CCOc1ccccc1OCC(=O)Oc1ccc(C)c(C)c1 | i | i
O=C1CCCN1CC(CN1CCOCC1)Sc1nnnn1-c1ccccc1 (stereo unspecified) | i | i
COc1ccc(-c2cc(C(=O)NCc3cccnc3)no2)cc1OC | i | i

Reprinted from the listing for reference:
SMILES	CHT PAM	CHT block
O=S(=O)(NC(=S)NC1CCCCC1)c1ccccc1	i	i
Cc1ccccc1-c1noc(-c2ccccc2F)n1	i	i

Continuation.
SMILES	CHT PAM	CHT block
Cc1ccc(S(=O)(=O)O)c(C)c1N1CCCC1=O	i	i
CCN(CC)S(=O)(=O)c1ccc2[nH]cc(C(=O)NCCC3=CCCCC3)c(=O)c2c1	i	i
c1cncc(-c2nc(-c3ccc4c(c3)OCCO4)cs2)c1	i	i
COc1ccc(OCC(=O)OCCN(C)C)cc1	i	-11*
Cc1ccc(N2CC(C(=O)Nc3nnc(SCCN4CCOCC4)s3)CC2=O)cc1 (stereo unspecified)	i	i
COc1ccc2c(c1)CCc1c(C(=O)N(C)c3ccccc3)noc1-2	i	i
COc1ccc(N/C(=C(/C(Cl)=C(Cl)Cl)[N+](=O)[O-])n2nnc3ccccc32)cc1OC	i	i
O=C(Nc1ccccc1C(F)(F)F)c1cc2ncc(CCCl)cn2n1	i	i
COc1ccccc1C1CC(c2cccs2)=NN1C(=O)CCC(=O)O (stereo unspecified)	i	i
COc1ccc(OC)c(C2=NOC(C(=O)NCc3cccnc3)C2)c1 (stereo unspecified)	i	i
CCCCNC(=O)c1cc(-c2ccc(OC)cc2)on1	i	i
CCOCCCNC(=S)Nc1ccc(S(N)(=O)=O)cc1	i	i
O=C(CCC(=O)NNC(=O)Nc1cccc(Cl)c1)NCc1ccccc1	i	i
CCNc1nc(Oc2ccc(C(=O)OC)cc2)nc(SC)n1	i	i
Cc1ccccc1C(=O)N1CCCN(C(=O)c2ccccc2C)CC1	i	-6.8*
O=S(=O)(c1ccccc1)N1CCC(n2cnc3ccccc32)CC1	i	i
O=C(NCCCN1CCCC1=O)c1ccc(S(=O)(=O)Nc2ccccc2F)cc1	i	i
COc1cccc(OCc2nc(-c3cccc([N+](=O)[O-])c3)no2)c1	i	i
CC(C)(C)c1ccc(C(=O)O/N=C(\N)c2ccccn2)cc1	i	i
O=[N+]([O-])c1cccc(/C=N/Nc2nccnc2Cl)c1	6.2*	i
COc1ccccc1NC(=S)NNC(=S)Nc1ccc(OC(F)F)cc1	i	i
Cc1cc(Br)ccc1OCc1nc(-c2cccnc2)no1	i	i
CCC1CCCCN1CCCNC(=O)CN1C(=O)CSc2ccc(S(=O)(=O)N3CCOCC3)cc21 (stereo unspecified)	i	i
Cc1c(N=C(N)/N=C(\N)Nc2ccc(Br)cc2)c(=O)n(-c2ccccc2)n1C	i	i
Cc1ccc(-c2noc(CN3CCOCC3)n2)cc1	i	i
COc1ccccc1OCc1ccc(C(=O)N/N=C/c2ccco2)cc1	i	i
CCOc1ccc(NC(=O)CN2C(=O)CSC2=O)cc1	i	i
CCOC(=O)COc1ccc(/C=C/[N+](=O)[O-])c(OCC(=O)OCC)c1	i	i
O=C(c1ccc2c(c1)N(Cc1cccc(Cl)c1)C(=O)c1ccccc1S2(=O)=O)N1CCN(c2ccccn2)CC1	i	i
CN(C(=O)c1cccnc1)c1nnc(-c2ccccn2)s1	i	i
Cc1ccccc1CCNC(=O)C1CC(O)CN1C(=O)Nc1ccccc1 (stereo unspecified)	i	i
CCOc1cccc(CN2CCC(n3nccc3NC(=O)c3ccc4c(c3)OCO4)CC2)c1	i	i
O=C(c1nsnc1-c1ccccc1O)N1CCCCC1	i	i
Oc1[nH]c2ccccc2c1/C=N/N1CCCCC1	i	i
CCSCc1nnc(SCC(=O)Nc2nc3ccccc3s2)n1C	i	i
CN=c1scc(-c2ccc(Br)cc2)n1C	i	i
COc1ccc(Nc2c(-c3ccc(OC)cc3)nc3cnccn23)cc1	i	i
Cc1[nH]c2ccccc2c1/C=C(\C#N)C(=O)NC1CC1	i	i
FC(F)(F)c1cccc(CNC2c3ccccc3-c3ccccc32)c1	i	i
O=C(Nc1ccccc1N1CCOCC1)C1Cc2ccccc2CN1C(=O)c1ccco1 (stereo unspecified)	i	i
O=C(O)c1ccc(N=NN2CCCC2)cc1	i	i
Cc1ccc(C)c(NC(=O)C(Sc2nnc(-c3cccs3)o2)c2ccccc2)c1 (stereo unspecified)	i	i
CC(Cn1cnc2ccccc21)C(=O)O (stereo unspecified)	i	i
CCOC(=O)c1sc(N)c(C#N)c1COC(=O)CNC(=O)c1ccccc1	i	i
c1ccc(CN2CCN(Cc3nnc(-c4ccccc4)o3)CC2)cc1	i	i
CCOC(=O)c1c(NC(=O)Cn2ccsc2=N)sc(C)c1C	i	i
COC(=O)c1cn(NC(=O)c2ccc([N+](=O)[O-])cc2Cl)c(=O)c2ccccc12	i	i
COc1nc(Nc2ccccc2)nc(OC)n1	i	i
CC(=O)c1cc(C#N)c(SCC(=O)OC(C)(C)C)nc1C	i	i
CCCS(=O)(=O)c1c(S(=O)(=O)CCC)c2c(C)cccn2c1C(=O)N/N=C/c1cc(O)cc(O)c1	i	i

Continued.
SMILES	CHT PAM	CHT block
COc1cccc2c1OCC(C(=O)O)C2 (stereo unspecified)	i	i
Nc1c(C(=O)Nc2ccccc2F)sc2nc(-c3cccnc3)ccc12	i	i
N#C/C(C(=O)Nc1ccc(Cl)cc1)=C(/S)Nc1ccccc1	i	i
Cc1ccc(/C=C/C(=O)O)cc1S(=O)(=O)N1CCC(Cc2ccccc2)CC1	i	i
COc1ccccc1N1C(=O)C2CCC(c3ccccc3)CC2C1=O (stereo unspecified)	i	i
COc1ccc(CNC(=O)CCC(=O)N2CCN(S(=O)(=O)c3ccc(Cl)cc3)CC2)cc1	i	i
O=C(NNC(=S)NC(=O)c1cccc([N+](=O)[O-])c1)c1ccc(Br)cc1	i	i
Cc1nc2cc(N3CCN(C)CC3)c(NC(=O)Cc3ccccc3)cc2c(=O)n1Cc1ccccc1	i	i
CCn1nc(C)c(/C=N\NC(=O)c2cccc(OC)c2)c1C	i	i
Cc1[nH]c2ccccc2c1C(=O)C(=O)N1CCN(c2ccccc2F)CC1	i	i
CCN(c1ccccc1)S(=O)(=O)c1ccc(Cl)c(NC(=O)CN(C)C2CCN(C)CC2)c1	i	i
O=C(CCc1ccc(O)cc1)NNC(=S)NCCc1ccccc1	i	i
CC(c1c(O)c2ccccc2[nH]c1=O)C1(C)CCC(O)C(C)(C)O1 (stereo unspecified)	i	i
CC(=O)N1c2ccc(S(=O)(=O)N3CCC(C(=O)Nc4cccc(C)c4)CC3)cc2CC1C (stereo unspecified)	i	i
COc1ccccc1CNC(=O)Cn1nc(C)c([N+](=O)[O-])c1C	i	i
COc1cc(-c2nc(-c3ccc(Br)o3)no2)cc(OC)c1OC	i	i
N#CCc1nc2ccccc2c(=O)[nH]1	i	i
Cc1cccc(NC(=O)CS(=O)(=O)Cc2ccccc2)n1	i	i
Cc1ccc(Nc2c([N+](=O)[O-])cc(C(=O)N3CC(=O)Nc4ccccc43)cc2[N+](=O)[O-])c(C)c1	i	i
C=CCn1c(SCC#N)nc2c(c1=O)C(C)(C)Cc1ccccc1-2	i	i
CCC(CC)COC(=O)C1=C(C)NC(=O)NC1c1ccc2c(c1)OCO2 (stereo unspecified)	i	i
Cc1ccc(C2=[N+]([O-])C3(CCCCC/C3=N\NC(N)=O)N(O)C2(C)C)o1 (stereo unspecified)	i	i
O=C(Nc1ccccc1)c1cccnc1N1CCCC1	i	i
CCCc1[nH]nc2c1C(c1ccccc1OC)C(C#N)=C(N)O2 (stereo unspecified)	i	i
CCn1nnc(NC(=O)c2ccc(-c3ccccc3[N+](=O)[O-])o2)n1	i	i
O=C(COC(=O)Cn1c(C(F)(F)F)nc2ccccc21)Nc1ccc2c(c1)OCCO2	i	i
COC(=O)c1ccc(Oc2nc(Nc3ccc(C)c(C)c3)nc(N(C)C)n2)cc1	i	i
O=C(Nc1ccc(N2CCOCC2)cc1)c1ccc(COc2ccccc2)cc1	i	i
